Assay outcomes from PubChem BioAssay.
hiPSC survival = enhancers of human iPSC single-cell survival; hiPSC single-cell survival, ATPlite luminescence; 100% = ROCK inhibitor wells, 0% = DMSO; hit rate 0.044% among 360,000; survival enhancement, % at 20 µM; in the data active means survival enhancement above about 18%;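 further: cells exposed to compounds for 16 hours before the ATP read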
MC4R antag cAMP = blocks human MC4R cAMP signaling | MC4R-expressing cells, MTII-stimulated cAMP, LANCE TR-FRET | AID 540295 | P32245 | hit rate 0.48% among 360,000 | inhibition, % at 6.5 µM;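 active means inhibition above its plate's cutoff, the mean of tested wells on that plate plus 3 SD, cut at about 29% in these data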;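 further: 0% = Melanotan II alone and 100% = Melanotan II plus saturating MCL0020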
Target sequence (P32245 whole entry, looked up): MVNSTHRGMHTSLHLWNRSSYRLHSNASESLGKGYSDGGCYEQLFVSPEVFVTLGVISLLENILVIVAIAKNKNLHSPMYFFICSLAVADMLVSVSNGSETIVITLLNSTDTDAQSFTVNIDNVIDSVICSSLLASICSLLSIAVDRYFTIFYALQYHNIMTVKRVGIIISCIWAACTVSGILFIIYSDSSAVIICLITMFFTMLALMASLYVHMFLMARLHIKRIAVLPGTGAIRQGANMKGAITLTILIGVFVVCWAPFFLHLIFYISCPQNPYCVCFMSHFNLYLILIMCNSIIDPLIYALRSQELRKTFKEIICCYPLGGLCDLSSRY
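Assay system: U2OS cells stably expressing human melanocortin 4 receptor (MC4R) / Dosing: 6.5 µM / Timing: compound 30 min, challenge 1 h, detection 1 h / Measured by: Eu-cAMP/anti-cAMP TR-FRET, emission 671 nm / Replicates: singlicate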
N-glyco inh = blocks N-linked glycosylation in D54 reporter cells | D54 ERlucT glycosylation luciferase reporter, 24 h; percent of 100 nM tunicamycin response | reporter increase, % at 12.5 µM | hit rate 0.23% among 360,000;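 active means mean luciferase reporter signal, scaled so untreated is 0 and the glycosylation-blocking control 100, at or above a set limit in every replicate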;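 further: luciferase carries N-glycosylation sites so blocking glycosylation raises the light; 0% = median of neutral control wells and 100% = median of 100 nM tunicamycin wells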
HTR2A ag = agonists of mouse serotonin 5-HT2A receptor (HTR2A) | P35363 | CHO-K1 mHTR2A beta-arrestin complementation, luminescence; percent of 30 µM serotonin response | AID 624169 | activation, % at 7.6 µM | hit rate 0.66% among 360,000;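 active means activation above a run cutoff, the mean activation of all tested compounds plus 3 SD, cut at about 14% in these data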;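 further: 0% = plate median of compound wells and 100% = 30 µM serotonin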
Target sequence (P35363 whole entry, looked up): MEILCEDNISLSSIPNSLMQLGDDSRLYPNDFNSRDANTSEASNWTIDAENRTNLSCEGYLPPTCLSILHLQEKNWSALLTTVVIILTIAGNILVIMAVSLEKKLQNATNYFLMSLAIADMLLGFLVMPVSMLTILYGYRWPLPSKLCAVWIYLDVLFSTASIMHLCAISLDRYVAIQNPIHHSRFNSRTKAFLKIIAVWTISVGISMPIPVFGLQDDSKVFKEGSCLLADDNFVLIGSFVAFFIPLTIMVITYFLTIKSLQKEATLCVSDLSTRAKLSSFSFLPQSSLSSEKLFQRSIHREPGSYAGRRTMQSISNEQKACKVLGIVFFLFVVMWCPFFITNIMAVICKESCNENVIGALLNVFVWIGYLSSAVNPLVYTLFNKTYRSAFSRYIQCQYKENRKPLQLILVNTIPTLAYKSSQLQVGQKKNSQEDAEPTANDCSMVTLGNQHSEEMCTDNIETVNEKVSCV
ABHD5-PLIN5 inh = ABHD5-PLIN5 protein interaction inhibition | Q00G26+Q8WTS1 | Split G. princeps luciferase complementation, luminescence, 4 h | inhibition, % at 4 µM | hit rate 0.78% among 360,000;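 active means inhibition above the mean inhibition across every tested compound plus 3 SD, cut at about 22% in these data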;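 further: 0% = DMSO only wells and the 100% control is not disclosed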
aDG glyco up = increases alpha dystroglycan glycosylation. Pro5-aDG cells, alpha-DG glycosylation AlphaScreen (IIH6); 0% Pro5, 100% B10-LARGE cell signal. hit rate 0.22% among 360,000. activation, % at 10 µM;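 active means activation of at least 8% versus controls, or a plate z-score of at least 8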;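 further: Pro5 are CHO cells carrying HIG-tagged alpha-DG that lacks glycosylation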
MC4R ag barr = human MC4R agonism via beta-arrestin; hit rate 0.98% among 360,000; activation, % at 8.9 µM; P32245; AID 540308; U2OS MC4R beta-arrestin complementation, luminescence; percent of melanotan II response, DMSO zero;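 active means activation above a per-plate cutoff, the mean activation of sample wells on that plate plus 3 SD, cut at about 8% in these data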
H9c2 protect = myocardial damage modulation in H9c2 cells. H9c2 cardiomyocytes, H2O2 injury protection, ATPLite, 2 h. protection from H2O2 cell death, % at 20 µM. hit rate 0.63% among 360,000;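 active means compounds giving at least 50% protection of heart cells from peroxide-induced death in the single-dose screen, raw or plate-pattern-corrected value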;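 further: 0% = DMSO wells with peroxide and 100% = DMSO wells without peroxide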
ABCB6 inh 2 = human ABCB6 transporter inhibition | K562-ABCB6 porphyrin accumulation, flow cytometry, 1 h; stronger effect = lower value | Q9NP58 | hit rate 0.19% among 360,000 | fluorescence ratio to DMSO, % at 10 µM;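 active means fluorescence ratio to DMSO below 75%, the collection mean minus 3 SD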;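 further: signal is porphyrin accumulated inside mitochondria; 100% equals median channel fluorescence of DMSO control wells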
Granule exo inh = blocks lytic granule exocytosis | TALL-104 LAMP-1 surface exposure, flow cytometry; cells stimulated with thapsigargin and PMA | inhibition, % at 10 µM | hit rate 0.66% among 360,000;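 active means inhibition above about 55%, limit read from the data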
Starred values were filed as active, the others as inactive. Compounds were not picked by outcome, and some 4.5% of all compounds hit somewhere here.

SMILES	hiPSC survival	MC4R antag cAMP	N-glyco inh	HTR2A ag	ABHD5-PLIN5 inh	aDG glyco up	MC4R ag barr	H9c2 protect	ABCB6 inh 2	Granule exo inh
O=C(CCCCCN1C(=O)c2ccccc2C1=O)Nc1ccc(F)cc1	-0.2	4.6	2.4	-2.8	0.6	-0.3	-1.5	-20.2	91.0	-2.9
CC(C)(C)c1ccc(/C=N/N2C(=O)CSC2=S)cc1	-0.5	11.5	-0.1	-7.1	-10.6	-0.1	0.3	-3.6	101.0	-9.4
COc1ccc(N2C(=O)C3CCCN3C2=O)cc1 (stereo not drawn)	-2.2	8.5	0.4	0.0	0.4	-0.1	-1.5	2.9	97.0	4.0
N#Cc1ccccc1NC(=O)Nc1ccccc1	-0.5	0.6	1.0	0.1	0.9	0.6	0.4	-4.5	100.0	-2.4
O=C(NNC(=O)c1ccccc1Cl)c1csc(N2CCOCC2)n1	-0.4	7.3	1.9	6.0	4.8	-0.1	-2.6	-3.9	98.0	-18.5
CC(C)Cc1nnc(NC(=O)c2cc3c(s2)CCC3)s1	0.9	2.3	-0.4	-0.2	-0.8	-0.1	0.3	-2.8	97.0	2.1
Nc1nc(Nc2cccc(F)c2)nc2ccccc12	-4.9	-5.8	-4.0	-0.3	4.6	0.0	1.5	-27.2	97.0	-2.1
Cc1ccc(N2CC(NS(=O)(=O)c3cccnc3)CC2=O)cc1 (stereo not drawn)	-0.5	0.8	1.1	1.3	1.7	0.1	0.0	-5.4	91.0	1.0
Cc1cc(C(=O)NC2CCCc3ccccc32)no1 (stereo not drawn)	-1.0	-0.2	-0.5	3.4	3.6	-0.3	-2.8	2.3	107.0	0.5
CSCC[C@H](NC(=O)[C@H](Cc1ccccc1)n1c(=O)[nH]c2ccccc2c1=O)C(=O)N1CCC[C@H]1C(=O)O	1.0	12.7	0.1	-1.5	-6.8	0.4	-2.3	-0.9	100.0	9.9
CCCCOC(=O)Nc1sc2nc(C)cc(C)c2c1-n1cccc1	4.5	2.7	4.4	3.6	-5.8	0.1	-0.4	-6.8	104.0	-3.8
CCOC(=O)C[C@H]1c2cc(F)ccc2S(=O)(=O)N1c1cccc(OC)c1	0.5	7.7	0.1	-0.4	10.2	-0.2	0.5	5.0	98.0	-5.0
Cc1ccccc1N(CC(=O)NCc1ccc2c(c1)OCO2)C(=O)CCC(=O)Nc1ccccn1	1.8	11.9	-1.1	4.1	2.9	0.1	-1.5	17.3	101.0	-0.9
Cc1cccc(-c2nc(CSCC(=O)NCCCN3CCOCC3)c(C)o2)c1	0.2	6.3	-1.2	-5.2	-0.8	-0.2	-2.1	-4.2	102.0	-3.1
COC(=O)Oc1ccc(/C=N/NC(=O)CN(c2ccccc2Br)S(C)(=O)=O)cc1OC	0.2	21.3	-0.2	-1.8	-0.9	-0.1	-1.0	4.2	95.0	0.5
O=C(O)/C=C/C(=O)Nc1ccc(C2(c3ccc(NC(=O)/C=C/C(=O)O)cc3)c3ccccc3-c3ccccc32)cc1	0.8	-0.6	1.5	-0.4	-19.8	0.0	53.3*	6.5	100.0	-3.5
O=C(CCS(=O)(=O)c1cccs1)Nc1ccc(C(=O)NC2CCCC2)cc1	0.9	-0.9	-4.6	0.6	-0.5	-0.1	-1.6	0.8	89.0	2.0
O=C(COC(=O)c1ccccc1NCCO)NCCC1=CCCCC1	-0.2	17.2	-2.9	-2.5	-5.2	0.1	-2.2	-1.2	99.0	6.9
O=C(Nc1c(C(=O)N2CCN(c3ccccn3)CC2)oc2ccccc12)c1cccc([N+](=O)[O-])c1	-0.2	9.6	1.8	12.0	-3.2	-0.7	-1.7	9.8	81.0	6.6
Cc1cccnc1NC(=O)CCn1c(=O)oc2ccccc21	-0.5	12.7	-1.2	2.4	-1.1	0.2	1.2	8.3	100.0	-3.5
COC(=O)C(C(=O)OC)C(CC(=O)c1ccc(C)cc1)c1cc(OC)c(OC)c(OC)c1 (stereo not drawn)	-0.3	2.7	3.1	-1.8	-2.0	0.0	-1.6	0.5	98.0	-3.9
Cc1cc(C)nc(N(C#N)CCOc2ccc(Cl)cc2)n1	-2.3	-10.3	0.8	-3.0	3.2	-0.1	5.6	3.4	97.0	76.6*
CCOC(=O)c1c(CN2CCN(c3ccccc3)CC2)oc2cc(Br)c(O)cc12	0.2	10.0	-1.0	-3.6	-9.6	-0.1	-0.1	-6.1	98.0	-1.8
COc1cc(CNC(=O)c2cc(-c3ccc(F)cc3C)n[nH]2)cc(OC)c1	2.4	2.4	2.6	-4.1	4.4	0.0	0.1	-5.7	100.0	0.6
Cc1ccc(C)c(OCC(=O)Nc2ccncc2)c1	-0.3	3.5	1.0	-0.3	-1.5	0.1	-0.3	-7.5	94.0	-10.4
COc1ccc(CNC(=O)c2sccc2-c2ccccc2)cc1OC	0.3	2.2	-2.0	2.2	5.6	0.7	-3.1	-9.1	95.0	-1.1
Cn1c(CC(=O)NN)c(Sc2ccccc2)c2ccccc21	-0.7	-3.4	-2.2	-3.4	-11.9	-0.2	0.8	-1.2	96.0	-6.9
COc1ccc(Nc2nnc(Cc3ccncc3)c3ccccc23)c(OC)c1	0.4	-0.7	-3.2	1.8	10.2	0.1	-1.2	-0.7	93.0	3.3
Cc1cc(C)c(C#N)c(SCC(=O)NC2CC2)n1	5.8	-3.1	1.1	0.1	0.1	0.3	-0.9	3.2	101.0	2.6
CCN(CC(=O)NCc1cccs1)C(=O)c1ccc(NS(=O)(=O)c2ccc(C(C)=O)cc2)cc1	-0.5	-2.1	1.3	-9.4	-6.0	0.0	-2.4	-4.5	95.0	-3.7
CCCN(CC(=O)Nc1cc(Cl)ccc1Cl)C(=O)c1ccc2n[nH]nc2c1	-0.3	3.4	1.0	4.4	2.7	0.4	-1.2	0.2	100.0	10.7
Cc1c(C(C)(C)O)[nH]c2cc(C(F)(F)F)ccc12	-0.7	7.0	1.6	0.4	-2.9	0.0	2.1	-10.2	97.0	-1.3
CC(C)=CC(=O)Nc1nnc(C(C)C)s1	8.7	-1.4	-4.6	4.4	2.6	-0.2	-1.0	2.4	101.0	-2.3
O=C(CSc1nnc(NC(=O)c2c(F)cccc2F)s1)NCC1CCCO1 (stereo not drawn)	0.3	-0.2	0.6	-1.8	5.8	0.1	-2.6	1.6	95.0	-0.7
CC(C)(C)OC(=O)NCCCCCNC(=O)c1[nH]cnc1C(=O)Nc1cc(Br)ccc1F	4.3	32.5*	-0.8	-0.5	-5.7	0.8	1.9	63.9*	98.0	2.4
Cc1noc(C)c1-c1ccc(C(=O)NCc2ccco2)c2occc12	-0.8	20.1	11.3	3.1	2.9	-0.5	1.8	-5.3	103.0	-1.6
CC(=O)c1ccc(Nc2nc(-c3cccnc3)cs2)cc1	-0.8	14.9	2.0	-6.0	1.0	0.1	1.1	-1.8	98.0	-2.5
COc1ccc(CN(C(=O)c2nsc(Cl)c2Cl)C(C(=O)NC2CCCCC2)c2ccc(OC)cc2)cc1 (stereo not drawn)	-1.0	2.6	-7.1	0.4	-1.2	0.2	-0.5	6.2	94.0	-0.3
O=S(=O)(Nc1ccc(N=Nc2ccccc2)cc1)c1ccccc1	2.5	0.5	0.4	-4.3	-4.1	-0.2	8.3*	-14.0	104.0	11.8
CCc1ccc(NC(=O)Nc2cc(C(=O)O)ccc2N2CC3CC(C2)c2cccc(=O)n2C3)cc1 (stereo not drawn)	0.1	4.0	3.9	7.4	-0.9	-0.2	-4.4	-1.0	94.0	-0.2
COc1ccc(C(=O)NCC(c2ccc3c(c2)OCO3)N2CCN(c3ccc(OC)cc3)CC2)cc1 (stereo not drawn)	-0.3	2.2	-2.3	-5.2	1.5	0.3	-3.5	3.7	96.0	-2.0
O=C(COC(=O)Cn1[nH]c(=O)c2ccccc2c1=O)NNC(=O)c1ccccc1	-0.1	-3.7	-1.3	4.9	-12.6	0.0	-0.6	92.6*	82.0	17.6
CC(/C=C1\SC(=S)N(CCCC(=O)Nc2ccc(C(=O)O)cc2)C1=O)=C\c1ccccc1	-1.5	1.4	-1.0	1.0	8.4	-0.2	-0.9	-0.5	97.0	-3.0
COC(=O)[C@H](Cc1ccc(O)cc1)NC(=O)Cn1cnc2c(OCc3ccccc3)ncnc21	-0.5	11.9	1.8	14.7*	-4.8	-0.3	-4.2	15.7	97.0	-1.5
Cc1ccc(C(O)c2ncc(-c3cccc(C(F)(F)F)c3)[nH]2)c(C)c1 (stereo not drawn)	5.6	-3.4	-2.1	2.9	-9.4	0.3	3.3	-9.5	100.0	-1.2

Reformatted: 4 of the compounds above.
Compound: Cc1noc(C)c1-c1ccc(C(=O)NCc2ccco2)c2occc12
  hiPSC survival: -0.8; MC4R antag cAMP: 20.1; N-glyco inh: 11.3; HTR2A ag: 3.1; ABHD5-PLIN5 inh: 2.9; aDG glyco up: -0.5; MC4R ag barr: 1.8; H9c2 protect: -5.3; ABCB6 inh 2: 103.0; Granule exo inh: -1.6
Compound: O=C(COC(=O)Cn1[nH]c(=O)c2ccccc2c1=O)NNC(=O)c1ccccc1
  hiPSC survival: -0.1; MC4R antag cAMP: -3.7; N-glyco inh: -1.3; HTR2A ag: 4.9; ABHD5-PLIN5 inh: -12.6; aDG glyco up: 0.0; MC4R ag barr: -0.6; H9c2 protect: 92.6*; ABCB6 inh 2: 82.0; Granule exo inh: 17.6
Compound: Cc1c(C(C)(C)O)[nH]c2cc(C(F)(F)F)ccc12
  hiPSC survival: -0.7; MC4R antag cAMP: 7.0; N-glyco inh: 1.6; HTR2A ag: 0.4; ABHD5-PLIN5 inh: -2.9; aDG glyco up: 0.0; MC4R ag barr: 2.1; H9c2 protect: -10.2; ABCB6 inh 2: 97.0; Granule exo inh: -1.3
Compound: Cc1ccc(C(O)c2ncc(-c3cccc(C(F)(F)F)c3)[nH]2)c(C)c1 (stereo not drawn)
  hiPSC survival: 5.6; MC4R antag cAMP: -3.4; N-glyco inh: -2.1; HTR2A ag: 2.9; ABHD5-PLIN5 inh: -9.4; aDG glyco up: 0.3; MC4R ag barr: 3.3; H9c2 protect: -9.5; ABCB6 inh 2: 100.0; Granule exo inh: -1.2

The results go on:
SMILES	hiPSC survival	MC4R antag cAMP	N-glyco inh	HTR2A ag	ABHD5-PLIN5 inh	aDG glyco up	MC4R ag barr	H9c2 protect	ABCB6 inh 2	Granule exo inh
CC1CC(C)(C)CC2(C1)NC(=O)N(CC(=O)Nc1ccc3c(c1)OCO3)C2=O (stereo not drawn)	-2.2	0.1	2.3	4.6	2.8	0.0	-1.1	-2.4	95.0	-15.2
COc1ccc(-c2oc3ncnc(NCCCN4CCOCC4)c3c2-c2ccc(OC)cc2)cc1	0.0	15.0	-9.4	-9.9	19.0	0.1	1.1	-7.8	98.0	63.3*
CCOC(=O)C1(Cc2cccc(Cl)c2)CCCN(CCO)C1 (stereo not drawn)	-1.0	11.7	0.9	4.3	2.4	-0.2	-4.5	-13.8	97.0	1.8
COc1ccc(-c2csc(=Nc3c(C)n(C)n(-c4ccccc4)c3=O)n2C(C)(C)C)cc1	-0.4	5.6	1.1	2.9	-1.1	-0.1	-0.4	1.9	94.0	-7.0
CCOC(=O)Oc1c(OC)cc(C(=O)O[C@@H]2C[C@@H]3CN4CCc5c([nH]c6cc(OC)ccc56)[C@H]4C[C@@H]3[C@H](C(=O)OC)[C@H]2OC)cc1OC	-2.8	-1.0	12.4	10.4	-0.9	0.0	1.3	-26.1	98.0	29.5
